D1 PAM: human D1 dopamine receptor positive modulation | potentiation, % at 10 µM | actives 0.036% (n = 360,000) | AID 504651 | HEK293 TREx D1 cells, calcium flux, dopamine EC20 potentiation; in the data active = potentiation above about 30%; also: 0% is about no effect
Target sequence (P21728 whole entry, looked up): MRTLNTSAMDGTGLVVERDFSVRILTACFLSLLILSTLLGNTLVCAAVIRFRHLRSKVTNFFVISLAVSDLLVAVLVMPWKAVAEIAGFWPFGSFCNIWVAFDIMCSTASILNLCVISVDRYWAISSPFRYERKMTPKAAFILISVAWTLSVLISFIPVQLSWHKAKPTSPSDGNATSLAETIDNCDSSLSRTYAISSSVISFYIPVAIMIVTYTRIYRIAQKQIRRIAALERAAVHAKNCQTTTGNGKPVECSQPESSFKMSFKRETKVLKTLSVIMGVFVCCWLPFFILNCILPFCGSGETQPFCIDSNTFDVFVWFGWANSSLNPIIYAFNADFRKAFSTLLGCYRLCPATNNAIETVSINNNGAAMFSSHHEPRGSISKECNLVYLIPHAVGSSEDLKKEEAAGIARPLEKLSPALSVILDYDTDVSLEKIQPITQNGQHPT
Glioma ERSR ind: inducers of ER stress response in human glioma cells; U87-MG GRP78 promoter luciferase reporter, 16 h; Potency, µM, for the others: at the highest dose activation, most hits filed as activators; actives 0.02% (n = 420,000); also: potency is read from the fitted curve at half-maximal effect; series mostly up to about 76 µM; % of control where 0% means no effect; nearly all actives have a fitted effect of over 35% in size
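Stably transfected U87-MG glioma cells carrying a GRP78-based luciferase sensor; 16 h compound incubation. Luminescence end-point read 10 min after Bright-Glo addition at room temperature.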
Vif-A3F inh: blocks the Vif interaction with APOBEC3F | HeLa A3F-eYFP + Vif (tagged APOBEC3F with the HIV-1 protein that degrades it), YFP fluorescence increase | Potency, µM (titrated, usually from 46.1 µM), inactives show top-dose activity, negative = active | actives 0.2% (n = 390,000) | AID 602313; also: potency is read from the fitted curve at half-maximal effect; % of control where 0% means no effect; nearly all actives have a fitted effect of over 65% in size
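HeLa cells stably expressing Vif plus C-terminally eYFP-tagged A3F were seeded, incubated overnight at 37 deg C, dosed with compound, incubated overnight again at 37 deg C. Yellow fluorescence (Ex 488/Em 500-530) reported blocked Vif-mediated A3F-eYFP degradation.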
D2 potentiator: D2 dopamine receptor (human) potentiation. potentiation, % at 10 µM. P14416. AID 485347. actives 0.34% (n = 340,000). HEK293 T-REx D2, calcium flux, EC20 dopamine potentiation;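 active = potentiation over 3 SD above the plate norm, cut at about 30% in these data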; also: 0% is about no effect
Target sequence (P14416 whole entry, looked up): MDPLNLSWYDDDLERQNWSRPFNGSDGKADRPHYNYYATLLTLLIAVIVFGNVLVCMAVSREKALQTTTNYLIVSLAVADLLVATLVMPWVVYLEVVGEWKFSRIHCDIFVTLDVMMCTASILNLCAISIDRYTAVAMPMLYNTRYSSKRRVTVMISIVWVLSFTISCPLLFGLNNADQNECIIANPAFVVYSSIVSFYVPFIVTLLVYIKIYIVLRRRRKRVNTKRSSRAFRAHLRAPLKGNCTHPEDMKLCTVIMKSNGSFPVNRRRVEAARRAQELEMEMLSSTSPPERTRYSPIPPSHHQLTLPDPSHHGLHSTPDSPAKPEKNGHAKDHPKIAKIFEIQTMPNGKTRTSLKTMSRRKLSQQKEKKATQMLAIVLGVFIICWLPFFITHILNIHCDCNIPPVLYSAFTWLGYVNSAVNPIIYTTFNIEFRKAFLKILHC
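Using a no-wash calcium dye in inducible, force-coupled HEK293 Trex cells expressing D2, we tracked fluorescence each second for 180 s after compound, then for 180 s after EC20 dopamine to detect augmented signalling.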
LDHA inh: LDHA (human) enzyme inhibition | P00338 | purified LDHA, NADH/diaphorase-resazurin fluorescence; stronger effect = lower value | actives 0.15% (n = 480,000) | activity change, % (values are at about 110 or 230 µM) | AID 1347041; in the data active = activity change below about -30%; inconclusive = mostly about -25% to -30%;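 also: plate controls were DMSO wells for no effect and wells without enzyme for full effect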
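Human LDH5 (2 nM) was incubated with 0.06 mM NADH and 0.2 mM pyruvate for 5 min at room temperature in Tris pH 7.4. Remaining NADH was coupled through diaphorase/resazurin, and resorufin fluorescence was read at 0 and 20 min.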
Vif-A3G inh: blocks the Vif interaction with human APOBEC3G | AID 602310 | HeLa A3G-eYFP + Vif (tagged APOBEC3G with the HIV-1 protein that degrades it), YFP fluorescence, overnight | Potency, µM (titrated, usually from 46.1 µM), without a hit: at the highest dose activity, negative = active, usual class: inhibitors | Q9HC16 | actives 0.076% (n = 410,000);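 also: potency is read from the fitted curve at half-maximal effect; % is scaled to controls: 0 for no effect and ±100 for the full control effect; nearly all actives have a fitted effect of over 60% in size; hits raise eYFP signal because A3G escapes Vif-driven loss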
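Read-out is eYFP fluorescence (Ex 488/Em 500-530) from Vif-expressing HeLa A3G-eYFP cells; more signal means A3G escaped Vif-mediated degradation. Cells plated overnight, compound pinned in, incubated overnight at 37 deg C.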
D1 antagonist: blocks dopamine activation of the human D1 receptor; HEK293 TREx D1 cells, calcium flux, dopamine EC80; stronger effect = lower value; activity change, negative = inhibition, % at 10 µM; actives 3.2% (n = 360,000); AID 504652; in the data active = activity change below about -30%; also: % is scaled to controls: 0 for no effect and ±100 for the full control effect
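Cells carrying a force-coupled, tetracycline-inducible human D1 receptor report calcium flux. Each well gets a 10 s baseline, compound with 180 s monitoring, then an EC80 dopamine stimulus with a second 180 s kinetic read.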
D1 agonist: activates the human D1 dopamine receptor. P21728. HEK293 T-REx D1 cells, calcium flux, agonist mode. activation, % at 2 µM. actives 1% (n = 360,000); in the data active = activation above about 30%; also: 0% is about no effect
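Inducible HEK293 T-REx D1 cells, force-coupled to calcium signalling, were plated at 4000 cells/well with tetracycline and held overnight at 30 C. After no-wash calcium dye loading, compound-evoked calcium rise over 180 s flagged agonists.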
RXFP1 ag: RXFP1 (human) receptor agonism | Q9HBX9 | HEK293T-RXFP1 cAMP TR-FRET, 30 min; response scale: percent of porcine relaxin response, buffer zero | Potency, µM (titrated, usually from 57.5 µM), inactives show top-dose activation, actives largely listed as activators | actives 0.3% (n = 370,000); also: potency is read from the fitted curve at half-maximal effect; % is scaled to controls: 0 for no effect and ±100 for the full control effect; nearly all actives have a fitted effect of over 60% in size; many of its hits are not listed in these tables
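HEK293 cells stably expressing RXFP1, treated 30 min at 37C with compounds plus PDE4 inhibitor Ro 20174; cAMP measured by HTRF TR-FRET. Normalized to buffer and 29 nM porcine relaxin; EC50 by Hill fit.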
* marks the source's active call; other numbers are inactive results; ? = inconclusive; / = not tested or not shown; & = joins results of further samples. Unless noted, calls follow the shape of the dose curve; as a rule, active = well fitted curve in the direction sought with a large enough effect; inconclusive = small, poorly fitted or top-dose-only effect, or another doubt; inactive = no such curve, though single readings can be large; an effect the other way counts as inactive or inconclusive. A portion of the library. The share of hits here may be higher or lower than overall.

1) Cc1nn(Cc2noc(C(=O)NCc3ccc4c(c3)OCO4)n2)c(C)c1Br
2) Cc1ccc(Cn2c3ccccc3c3cnn(CC(=O)Nc4cc(Cl)ccc4C)c(=O)c32)cc1
3) CCOC(=O)c1c(-c2ccc(OC)cc2)csc1NC(=O)CSc1ccccc1
4) CC1=N/C(=C/c2cc(Br)cc(Br)c2O)C(=O)O1
5) Cc1cc(C)n(-c2nc3ccccc3nc2N2CCN(S(=O)(=O)c3cccc(C#N)c3)CC2)n1
6) Cc1ccc(NC(=O)CN2C(=O)S/C(=C\c3cccn3-c3cccc(C(=O)O)c3)C2=O)cc1C
7) Cc1ccccc1/C=C1\Sc2ccc(C(=O)N3CCN(c4ccccn4)CC3)cc2N(C)C1=O
8) CCCCn1c(N)c(N(CC(C)C)C(=O)C2CC(=O)N(Cc3ccccc3)C2)c(=O)[nH]c1=O (stereo not drawn)
9) CN(C(=O)Cn1nnc2ccccc2c1=O)C1CCCCC1
10) Cc1ccc(OCCOC(=O)Nc2ccccc2)cc1

Screen / compound no.	1	2	3	4	5	6	7	8	9	10
D1 PAM	-2	-6	-2	-5	6	2	6	1	-7	-5
Glioma ERSR ind	-1%	/	-6%	-2%	8%	-3%	-4%	-5%	2%	1%
Vif-A3F inh	-22%	/	2%	-2%	-6%	8%	-8%	1%	18%	0%
D2 potentiator	/	-1	-10	3	-6	-8	-7	-9	/	1
LDHA inh	-1	0	2	-6	-4	-6	-1	-3	-10	-11
Vif-A3G inh	-5%	/	-1%	3%	1%	-3%	-3%	0%	-5%	0%
D1 antagonist	-5	6	-2	2	26	27	-10	-4	0	-25
D1 agonist	3	2	10	1	-3	2	3	3	0	7
RXFP1 ag	-0.5%	0.7%	0.6%	2.6%	-0.4%	-0.4%	0.1%	0.0%	3.8%	-0.1%

11) Cc1ccc(-c2nc3ccccc3s2)cc1NC(=S)NC(=O)c1ccccc1
12) Cc1ccc2sc(N(CCN(C)C)C(=O)/C=C/c3cccs3)nc2c1C
13) CCOC(=O)c1sc(NC(=O)c2ccc(S(=O)(=O)N(C)C)cc2)cc1C
14) CCn1c(=O)c2cc(C(=O)N(CC(C)C)CC(C)C)sc2c2ccccc21
15) O=C(NCc1ccccc1F)C1CCCN1S(=O)(=O)c1ccc(F)cc1 (stereo not drawn)
16) CC/C(=C\C(=O)c1cccnc1)Nc1ccc(C)c(C)c1
17) CC(=O)Nc1ccc(S(=O)(=O)NC(C)C(=O)NCC(c2ccco2)N2CCCCC2)cc1 (stereo not drawn)
18) CCOc1ccc(CCNC(=O)CCC(=O)N2CCOc3ccc(C)cc32)cc1OCC
19) COC(=O)c1c(NC(=O)CN2CCN(c3ccccc3OC)CC2)c2cc(C)ccc2n1C
20) O=c1cc(-c2ccccc2)nc(SCc2ccccc2)[nH]1

Screen / compound no.	11	12	13	14	15	16	17	18	19	20
D1 PAM	2	-6	-12	-2	-1	-5	-2	-6	1	6
Glioma ERSR ind	5%	-2%	-1%	-3%	-6%	8%	-1%	-3%	-4%	-4%
Vif-A3F inh	3%	15%	-7%	-3%	-3%	/	-11%	1%	-2%	4%
D2 potentiator	-16	-24	-22	13	-10	1	18	-4	-6	1
LDHA inh	-4	-8	0	0	0	3	1	-11	-11	-2
Vif-A3G inh	-1%	0%	-3%	-2%	1%	-8%	5%	-4%	0%	1%
D1 antagonist	6	4	-9	-7	24	-2	-46*	-12	-3	14
D1 agonist	2	2	6	0	1	1	1	2	1	1
RXFP1 ag	1.1%	-0.2%	-2.0%	1.0%	-0.7%	1.3%	0.9%	4.2%	1.1%	0.8%

21) Cc1c(-c2cccc(NC(=O)Cc3ccccc3)c2)nc2ncccn12
22) CCOC(=O)CNC(=O)N1CCc2cc(S(=O)(=O)N3CCC(C)CC3)ccc21
23) CCCc1cc(=O)oc2cc(OCC(=O)NCCCn3ccnc3)c(Cl)cc12
24) CN1C(=O)N(CC(=O)N2CCN(S(=O)(=O)c3ccc4c(c3)CCC4)CC2)C(=O)C12CCCCC2
25) CC(/C=C/c1ccc(Cl)o1)=C\C(=O)O
26) O=C(CSc1nnc(NC(=O)C2CC2)s1)Nc1ccccc1C(F)(F)F
27) CC(=O)NS(=O)(=O)c1ccc(NC(=O)C(C)NS(=O)(=O)/C=C/c2ccccc2)cc1 (stereo not drawn)
28) O=C(CC1SC(N2CCCC2)=NC1=O)Nc1ccc(C(=O)NCCc2ccc(F)cc2)cc1 (stereo not drawn)
29) O=[N+]([O-])c1cc(-c2n[nH]c(-c3ccccc3)n2)cc([N+](=O)[O-])c1
30) C/C(=N/NC(=O)c1cccs1)c1ccc(N2CCOCC2)cc1

Screen / compound no.	21	22	23	24	25	26	27	28	29	30
D1 PAM	-1	-3	1	-1	2	-5	/	-13	-1	-3
Glioma ERSR ind	-2%	/	-4%	1%	-2%	-2%	-2%	-3%	1%	3%
Vif-A3F inh	1%	/	3%	9%	-5%	5%	0%	-10%	-7%	1%
D2 potentiator	1	-1	-3	-3	-9	12	/	3	13	-3
LDHA inh	-20	-6	0&6	-4	-4	-7	-7	-8	-12	-6
Vif-A3G inh	8%	/	8%	3%	-1%	-10%	0%	-1%	-8%	-2%
D1 antagonist	-5	-1	6	5	-15	-23	/	-7	1	-7
D1 agonist	1	2	0	0	2	-1	/	0	12	2
RXFP1 ag	?	-2.9%	1.3%	0.1%	2.1%	-6.2%	/	1.0%	0.4%	3.3%

31) CCOC(=O)c1cn[nH]c1NC(=S)Nc1ccc(OC)cc1
32) O=C(COC(=O)c1cc(Br)ccc1O)NNC(=O)c1cccs1
33) O=C(CNC(=O)c1ccc(Cl)cc1)OC1CCOC1=O (stereo not drawn)
34) O=C(c1ccc(Cl)c(S(=O)(=O)N2CCCC2)c1)N1CCN(c2ccccn2)CC1
35) COc1ccc(Cn2c(=O)[nH]c3cc(C(=O)N4CCN(c5ccc(OC)cc5)CC4)ccc3c2=O)cc1
36) CCCCn1c(N)c(N(CCC(C)C)C(=O)c2cccc(N3C(=O)c4ccccc4C3=O)c2)c(=O)[nH]c1=O
37) NC(=O)C1CC(=O)N(c2ccc(OCC(=O)Nc3ccc(Cl)cc3)cc2)C1 (stereo not drawn)
38) Cc1c(C(=O)NCc2c(F)cc(F)cc2F)oc2ccc(S(=O)(=O)N3CCOCC3)cc12
39) CCC(C)NC(=O)CCS(=O)(=O)c1ccc(Br)s1 (stereo not drawn)
40) O=C1CCN(Cc2ccccc2)C=C1c1ccc(Br)cc1

Screen / compound no.	31	32	33	34	35	36	37	38	39	40
D1 PAM	1	0	-1	-4	-3	/	-4	-4	-3	/
Glioma ERSR ind	-9%	-5%	0%	-2%	-4%	-4%	-4%	-2%	-2%	-2%
Vif-A3F inh	-14%	0%	5%	7%	-5%	1%	6%	10%	3%	5%
D2 potentiator	1	-3	0	-3	14	/	2	/	17	/
LDHA inh	-4	-2	-13	5	-1	-12	-8	-3	-2	2
Vif-A3G inh	-3%	-2%	0%	0%	-1%	-1%	0%	3%	2%	-7%
D1 antagonist	-39*	-1	-4	-6	-9	/	-1	-45*	10	/
D1 agonist	10	2	0	1	0	/	5	3	15	/
RXFP1 ag	0.5%	1.2%	0.1%	0.6%	1.3%	/	1.9%	0.6%	-3.7%	/

41) CC1CC(C)CN(C(=O)COC(=O)c2cncc(Br)c2)C1 (stereo not drawn)
42) CC(Oc1ccccc1F)C(=O)NNC(=O)c1ccc(F)c(S(=O)(=O)N2CCOCC2)c1 (stereo not drawn)
43) Cc1cc2c(cc3c(SCc4ccc(Cl)cc4)nnc(C)n32)o1
44) Cc1cccc(NC(=O)CC2c3ccccc3Oc3ccccc32)c1
45) O=C(Cn1nnc(-c2cccc(C(F)(F)F)c2)n1)NCc1ccc(F)cc1
46) CCOC(=O)C1CCCN(C(=O)c2ccc(CS(=O)(=O)Cc3ccccc3C)o2)C1 (stereo not drawn)

Screen / compound no.	41	42	43	44	45	46
D1 PAM	/	2	3	-2	-3	0
Glioma ERSR ind	-4%	0%	-2%	-4%	1%	-2%
Vif-A3F inh	-1%	0%	5%	5%	4%	3%
D2 potentiator	/	-3	-2	-15	/	-1
LDHA inh	-10	-4	-4	-10	-3	-1
Vif-A3G inh	2%	0%	0%	-2%	-11%	-1%
D1 antagonist	/	3	-7	-11	-5	5
D1 agonist	/	2	-1	3	5	0
RXFP1 ag	/	-1.0%	14µM*	-1.2%	0.3%	0.8%

Molecules shown so far that have fluorine:
15) O=C(NCc1ccccc1F)C1CCCN1S(=O)(=O)c1ccc(F)cc1 (stereo not drawn)
26) O=C(CSc1nnc(NC(=O)C2CC2)s1)Nc1ccccc1C(F)(F)F
28) O=C(CC1SC(N2CCCC2)=NC1=O)Nc1ccc(C(=O)NCCc2ccc(F)cc2)cc1 (stereo not drawn)
38) Cc1c(C(=O)NCc2c(F)cc(F)cc2F)oc2ccc(S(=O)(=O)N3CCOCC3)cc12
42) CC(Oc1ccccc1F)C(=O)NNC(=O)c1ccc(F)c(S(=O)(=O)N2CCOCC2)c1 (stereo not drawn)
45) O=C(Cn1nnc(-c2cccc(C(F)(F)F)c2)n1)NCc1ccc(F)cc1

Screen / compound no.	15	26	28	38	42	45
D1 PAM	-1	-5	-13	-4	2	-3
Glioma ERSR ind	-6%	-2%	-3%	-2%	0%	1%
Vif-A3F inh	-3%	5%	-10%	10%	0%	4%
D2 potentiator	-10	12	3	/	-3	/
LDHA inh	0	-7	-8	-3	-4	-3
Vif-A3G inh	1%	-10%	-1%	3%	0%	-11%
D1 antagonist	24	-23	-7	-45*	3	-5
D1 agonist	1	-1	0	3	2	5
RXFP1 ag	-0.7%	-6.2%	1.0%	0.6%	-1.0%	0.3%
